Compound activity from PubChem BioAssay.
ERp5 inh: blocks human ERp5 reductase activity on insulin; inhibition, % at 9.99 µM; AID 651711; actives 0.05% (n = 350,000); ERp5 insulin aggregation, absorbance 650 nm, 90 min; Q15084;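 active = mean replicate inhibition above about 25%, with every replicate also reaching it, limit read from the data, passing the limit was not always enough; inconclusive = only one of those two criteria met; inactive = neither criterion met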
C2C12 statin: suppressors of simvastatin-induced myotoxicity in C2C12 myotubes; ATP luminescence, 48 h; scaled: DMSO 0, geranylgeraniol control 100; actives 0.78% (n = 330,000); rescue of ATP level, % at 7.49 µM;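 active = mean ATP rescue above about 67%, or every replicate alone reaching that limit, limit read from the data, passing the limit was not always enough; inconclusive = no clear call, values can overlap the other calls; inactive = mean under the limit and some replicate under it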;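 note: myotubes were challenged with 10 µM simvastatin during compound exposure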
PglD inh: blocks C. jejuni PglD acetyltransferase activity; actives 0.098% (n = 360,000); AID 602405; inhibition, % at 12.5 µM; purified PglD enzyme, DTNB colorimetric CoA detection; in the data active = inhibition above about 16%, passing the limit was not always enough; inconclusive = no clear call, values can overlap the other calls; note: strong numbers were not always called active
SIRT5 inh: sirtuin-5 (human) deacylase inhibition; Q9NXA8; Purified SirT5, succinyl-peptide AMC, trypsin-coupled fluorescence; inhibition, % at 15 µM; actives 1.1% (n = 330,000); AID 652115; in the data active = inhibition above about 15%; inconclusive = no clear call, values can overlap the other calls
Target sequence (Q9NXA8 whole entry, looked up): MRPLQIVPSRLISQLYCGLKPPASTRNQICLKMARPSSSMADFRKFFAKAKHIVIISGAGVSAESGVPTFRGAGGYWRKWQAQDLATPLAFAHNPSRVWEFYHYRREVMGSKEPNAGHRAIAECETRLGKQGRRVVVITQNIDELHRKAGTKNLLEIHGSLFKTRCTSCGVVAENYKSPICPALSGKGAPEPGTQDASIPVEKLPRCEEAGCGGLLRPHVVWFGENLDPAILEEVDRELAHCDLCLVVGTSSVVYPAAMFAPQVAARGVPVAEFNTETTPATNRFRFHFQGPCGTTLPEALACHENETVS
DENV2 CPE: inhibitors of DENV2 cytopathic effect; DENV2-infected cells, cytopathic effect rescue, plate reader; CPE inhibition, % at 9.99 µM; actives 1.7% (n = 350,000); AID 651640; in the data active = CPE inhibition above about 20%, passing the limit was not always enough; inconclusive = no clear call, values can overlap the other calls; tested in BHK-21 cells;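 note: 0% = median of neutral control wells and 100% = median of positive control wells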
S100A4 inh HTS: S100A4-myosin IIA interaction inhibition; actives 0.14% (n = 360,000); inhibition, % at 10.7 µM; AID 652163; S100A4/TAMRA-MyoIIA peptide fluorescence polarization; P26447;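 active = mean inhibition of at least 70% across replicates, with every replicate also reaching that level; inconclusive = mean inhibition reaches 70% but some replicates fall short; inactive = mean inhibition below 70%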
Target sequence (P26447 whole entry, looked up): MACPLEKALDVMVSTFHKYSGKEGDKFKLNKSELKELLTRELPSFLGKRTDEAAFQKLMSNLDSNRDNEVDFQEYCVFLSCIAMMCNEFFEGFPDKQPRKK
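Test system – S100A4 monomer (human) · Compound – single-point compound testing · Schedule – 5 min incubation before reading · Probe or stimulus – TAMRA-labelled myosin IIA heavy-chain peptide probe, 5 nM · Benchmarks – neutral control DMSO, positive control TFP · Medium – Calcium-containing HEPES buffer, pH 7.2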
E-sel inducer: E-selectin induction on HUVECs; activation, % at 7.58 µM; actives 0.37% (n = 260,000); AID 686992; HUVEC E-selectin immunofluorescence imaging; normalized: neutral wells 0, TNF-alpha wells 100;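 active = mean E-selectin-positive cell signal at least 10% of the positive control, reached in at least 60% of replicates, without over 20% cell loss; inconclusive = no rule given, readout overlaps actives, possibly toxicity-flagged; inactive = the rest, including those meeting only one limit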;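 note: in these data hits start at about 27%; measured in HUVEC primary endothelial cells; signal is the percent of cells scored E-selectin positive by PE staining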
Target sequence (P16581 whole entry, looked up): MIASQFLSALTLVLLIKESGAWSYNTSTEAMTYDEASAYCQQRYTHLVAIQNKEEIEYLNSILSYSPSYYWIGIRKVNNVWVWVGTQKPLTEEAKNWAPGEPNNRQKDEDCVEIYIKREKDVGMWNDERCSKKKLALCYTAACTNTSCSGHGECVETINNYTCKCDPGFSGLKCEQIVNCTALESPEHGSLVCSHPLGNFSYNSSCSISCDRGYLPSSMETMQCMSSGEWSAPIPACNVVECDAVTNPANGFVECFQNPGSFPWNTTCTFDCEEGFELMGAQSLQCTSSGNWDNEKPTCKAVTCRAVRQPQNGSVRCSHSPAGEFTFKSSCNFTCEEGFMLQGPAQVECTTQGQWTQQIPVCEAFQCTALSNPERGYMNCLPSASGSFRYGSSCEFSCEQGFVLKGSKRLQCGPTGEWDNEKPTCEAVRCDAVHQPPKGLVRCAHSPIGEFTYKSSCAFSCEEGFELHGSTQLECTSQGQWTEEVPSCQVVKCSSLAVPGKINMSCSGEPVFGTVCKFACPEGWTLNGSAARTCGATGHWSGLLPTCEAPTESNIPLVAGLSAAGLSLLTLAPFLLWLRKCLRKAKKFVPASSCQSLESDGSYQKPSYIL
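Test system – human umbilical vein endothelial cells (HUVEC), E-selectin induction · Input – 3,000 HUVEC seeded per well · Buffer or medium – EGM-2, gelatin · Compound dosing – single-point compound dose · Detection – immunofluorescence imaging · Measure – percent E-selectin-positive cells · Controls – TNF-alpha high, DMSO low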
Numbers without * were called inactive; ? = inconclusive; / = not tested or not shown; & = joins results of further samples. The list is partial; the hit share may differ from the screen's.

SMILES	ERp5 inh	C2C12 statin	PglD inh	SIRT5 inh	DENV2 CPE	S100A4 inh HTS	E-sel inducer
C[C@H](CO)N1C[C@H](C)[C@H](CN(C)S(=O)(=O)c2cn(C)cn2)OCCCC[C@H](C)Oc2ccc(NC(=O)C3CCCCC3)cc2C1=O	-1	-17	1	-1	-6	-13	0.1
COc1cc(/C=N/Nc2ccc(C(=O)O)cc2)cc(OC)c1OC	-3	2	/	3	-2	-11	-0.3
COc1cccc(N2CC(NS(=O)(=O)c3cccnc3)CC2=O)c1 (stereo not given)	-4	3	7	11	7	9	-0.1
CN(C)c1ccc2c(c1)[C@@H]1C[C@H](CC(=O)O)O[C@@H](CO)[C@@H]1O2	0	-3	-4	-2	3	-3	-0.2
CCNC(=O)N1CCN(CCCC(c2ccc(F)cc2)c2ccc(F)cc2)CC1	-8	-1	-2	4	2	8	-0.2
CCCC#Cc1ccc([C@H]2[C@@H](CO)N3C(=O)CN(C(=O)Nc4ccccc4F)C[C@@H]23)cc1	-3	/	/	6	12	8	-0.3
C[C@@H]1CCCCO[C@H](CN(C)CC2CCCCC2)[C@@H](C)CN([C@H](C)CO)C(=O)c2cc(NS(C)(=O)=O)ccc2O1	1	7	-2	1	-2	-6	-0.2
Cn1cc(CN2CCCCC2CO)c(-c2ccc(Oc3ccccc3)cc2)n1 (stereo not given)	3	-2	-5	1	-2	-3	/
COc1cccc2sc3ccc(NCc4ccc5c(c4)OCO5)cc3c(=O)c12	-5	24	-3	/	-4	-1	-0.2
O=C(C1CCCCC1)N1C[C@H]2[C@@H](c3ccccc31)[C@@H](CO)N2Cc1ccccc1Cl	-1	15	3	0	-4	3	-0.5
CCN1CCN(c2nc3c(C)cccn3c(=O)c2/C=C(\C#N)C(=O)NCCCOC)CC1	1	-4	-2	-23	7	-5	-0.1
COc1ccc(NC(=O)C(C)N2CCN(C)CC2)cc1 (stereo not given)	0	2	-1	0	1	0	0.0
C[C@@H]1CN([C@H](C)CO)C(=O)CCCn2nncc2CO[C@H]1CN(C)Cc1ccc2c(c1)OCO2	4&-4&-8	14&7&9	1&-2	2&-2&5	0&-1&-2	10&8&3	0.4
CC(C)c1csc(CN2CCC(CO)(Cc3cccc(F)c3)CC2)n1	-1	/	/	-6	-3	-4	-2.6
O=C(C[C@H]1CC[C@@H](NC(=O)c2cccc(F)c2)[C@H](CO)O1)Nc1nccs1	2	16	3	-1	0	-1	0.7
CC(C)CC(=O)Nc1ccc2ccccc2c1	-1	/	/	-1	2	11	-1.3
C[C@@H]1CCCCO[C@H](CN(C)C(=O)Nc2cccc3ccccc23)[C@H](C)CN([C@H](C)CO)C(=O)c2cc(NS(=O)(=O)c3ccc(Cl)cc3)ccc2O1	-3	25	-2	6	58*	-11	/
C/C=C/c1ccc2c(c1)O[C@@H](CN(C)Cc1ccccn1)[C@H](C)CN([C@@H](C)CO)S2(=O)=O	-2	-20	-2	-6	-4	-3	-0.1
Cc1cc(C)c2sc(N(CCCN(C)C)C(=O)c3ccc(S(=O)(=O)N(C)Cc4ccccc4)cc3)nc2c1	15	-53	0	1	18	-7	/
O=[N+]([O-])c1ccc2oc(-c3cccc(O)c3)nc2c1	-3	/	/	18*	-1	-1	-0.3
COC(=O)c1cc2c(c3c4ccccc4n(S(=O)(=O)c4cccc(C)c4)c13)C(=O)N(Cc1ccc(N(C)C)cc1)C2	3	/	/	/	3	-4	-0.1
O=[N+]([O-])/C(N=Nc1ccccc1)=N\Nc1ccccc1	-2	/	/	-3	13	-2	2.0
O=C(CN1CCN(S(=O)(=O)c2ccccc2F)CC1)Nc1ccccc1C(=O)c1ccccc1	4	2	-3	-6	3	0	-0.1
Nc1ccc(O)c([N+](=O)[O-])c1	3	-5	1	/	-14	-1	/
Cc1ccc(C(=O)NN2C(=O)/C(=C/c3cn(C)c4ccccc34)SC2=S)cc1	5	/	/	-1	?	55	/
COc1ccc(NC(=O)CSc2nc3ccsc3c(=O)n2CCC(=O)O)cc1	-2	18	5	6	6	-4	3.6
CCS(=O)(=O)Nc1ccc2c(c1)C(=O)N(C)[C@H]1CC[C@@H](CC(=O)NCCOC)O[C@@H]1CO2	0	2	0	2	8	6	0.0
O=C(NCc1ccc(F)cc1Cl)C1CCN(S(=O)(=O)N2CCCCC2)CC1	-9	8	-1	0	-3	0	-1.0
Cc1ccc(SCC(=O)OCC(=O)NCc2cccs2)cc1	0	-1	0	8	-5	-1	-0.2
COc1cc(N)c2ncsc2c1	-1	3	-1	/	-5	-4	0.1
CCCOC(=O)C1=C(C)NC(=O)NC1c1ccc(Br)s1 (stereo not given)	-2	/	/	0	2	-1	-0.7
O=C(CCc1c[nH]c2ccccc12)Nc1ccc(Nc2cccnc2)cc1	2	/	/	-2	3	-13	0.1
CCCSc1nc2c([nH]1)c(=O)n(C)c(=S)n2C	-8	/	/	-1	-2	3	-0.2
Cc1ccc(S(=O)(=O)N[C@H]2C=C[C@@H](CC(=O)O)O[C@@H]2CO)cc1	2	10	3	3	3	3	-0.4
CCNC(=O)Oc1ccc(-c2csnn2)cc1	3	/	/	-2	1	8	/
COC(=O)[C@@]1(Cc2ccc(OC)cc2)[C@@H]2[C@@H](CC(=O)[C@H]2CC(=O)C(=O)N(C)C)CN1C(=O)c1ccccc1	-2	-4	0	-2	/	-10	0.2
Cc1ccc(C)c(S(=O)(=O)Nc2ccc(C(=O)NCCc3ccccn3)cc2)c1	2	/	/	-3	0	0	-0.8
O=C(COC(=O)CNC(=O)c1ccccc1F)Nc1cccnc1Cl	0	7	/	-1	8	-4	/
O=C(O)c1ccc(N2CCN(C(c3ccccc3)c3ccccc3)CC2)c([N+](=O)[O-])c1	2	19	0	3	-3	2	0.1
Cc1cc(C)nc(N2CCCC(C(=O)Nc3cccc(Cl)c3)C2)n1 (stereo not given)	3	-8	-3	-1	-4	-2	-0.2
Cc1ccc(NC(=S)N2CCCCCC2)c(C)c1	-1	/	8	-2	5	1	-0.1
COc1ccc([Si](C)(C)[C@H]2[C@H](CCn3cc(CCO)nn3)O[C@@]3(C(=O)N(Cc4ccc(N5C(=O)c6cccc7cccc5c67)cc4)c4ccccc43)[C@@H]2C)cc1	-3	/	3	1	19	11	/
COC(=O)c1scc(S(=O)(=O)C(C)(C)C)c1N	-3	/	/	0	?	4	21
CCN(CC)CCNC(=O)c1cn(CCOC)c(=O)c2c1c1ccccc1n2C	-2	-2	1	-9	10	-9	-0.2
C[C@H]1CN([C@@H](C)CO)C(=O)c2cccc(NC(=O)C3CC3)c2O[C@@H]1CN(C)Cc1ccccc1	0	3	4	2	9	0	-14
O=C(O)c1ccc2c(=O)n(Cc3ccccc3)c(SCc3ccc([N+](=O)[O-])cc3)nc2c1	-3	2	-4	-2	2	-4	-1.2
COc1cc(O)c(C(CCN2CCCCC2)c2cc(OC)c(OC)c(OC)c2)c(OC)c1 (stereo not given)	1	2	-6	5	-8	-30	0.7
COc1cccc(C(=O)OCCN2CCOCC2)c1	-1	/	/	-3	2	4	/
O=C(NC(CO)C(O)c1ccc([N+](=O)[O-])cc1)C(Cl)Cl (stereo not given)	-3	0	-2	-4	?	-1	-0.1
COC(=O)C1=C(C)N(Cc2ccccc2C(F)(F)F)C(=NCC2CC2)NC1c1cccc(F)c1 (stereo not given)	4	/	/	-1	3	-6	-0.2
O=C(C[C@H]1C=C[C@@H](NS(=O)(=O)c2ccccc2)[C@H](CO)O1)N1CCc2ccccc2C1	-4	4	-2	0	2	2	0.0
COc1ccc(S(=O)(=O)Nc2ccc3c(c2)C(=O)N([C@@H](C)CO)C[C@H](C)[C@H](CN(C)S(=O)(=O)c2ccc(C)cc2)O3)cc1	-1	2	0	1	-15	7	-0.4
CCC(=O)N1CCC2(CC1)CN(C(=O)Nc1ccc(F)cc1)[C@H](CO)c1c2c2ccc(OC)cc2n1C	-1	/	/	2	7	2	-0.4
CNC[C@@H]1Oc2ccc(NC(=O)Nc3ccc4c(c3)OCO4)cc2C(=O)N([C@H](C)CO)C[C@H]1C	-1	-4	4	-4	-6	-8	-4.8
O=C(NC1CCCC1)c1nc2c(nnn2Cc2ccccc2Cl)c(=O)[nH]1	2	1	-2	/	/	5	/
O=C(O)Cc1sc(N/N=C\c2ccncc2)nc1-c1ccccc1	-2	/	/	1	-2	-4	/
CCCc1c(C)nc(N2CCN(c3cccc(OC)c3)CC2)[nH]c1=O	3	10	4	-2	8	-3	/
C[C@H]1CN([C@@H](C)CO)C(=O)c2cc(-c3cccc(F)c3)cnc2O[C@H]1CN(C)Cc1ccccc1	-6	0	-1	7	-2	4	0.1
Cc1ccc(-c2nnn(CC(=O)N(c3cccc(O)c3)C(C(=O)NC(C)(C)C)c3cccs3)n2)o1 (stereo not given)	-3	3	/	-1	-2	8	/
CO[C@H]1CN(C)C(=O)c2ccc(NC(=O)c3nc4ccccc4s3)cc2OC[C@@H](C)N(Cc2cccnc2)C[C@@H]1C	/	-47	7	/	/	/	0.6
The list continues:
SMILES	ERp5 inh	C2C12 statin	PglD inh	SIRT5 inh	DENV2 CPE	S100A4 inh HTS	E-sel inducer
C[C@@H]1CN([C@H](C)CO)S(=O)(=O)c2ccc(-c3cccnc3)cc2O[C@H]1CN(C)CC1CCOCC1	4	-22	4	0	-2	-1	-0.1
COc1ccccc1-c1ccc2c(c1)O[C@@H](CN(C)S(=O)(=O)c1ccc(C)cc1)[C@H](C)CN([C@@H](C)CO)S2(=O)=O	13	-96	0	-3	-2	-38	0.6
O=C(NCc1ccccc1)c1cc(-c2ccncc2)nc2ccc(S(=O)(=O)N3CCOCC3)cc12	1	-2	/	1	-11	0	/
COc1ccc(Cl)cc1NC(=S)N1CCN(c2ncccn2)CC1	2	/	/	0	-5	-1	/
O=C(Nc1ccc2c(c1)[C@@H]1C[C@@H](CC(=O)N3CCc4ccccc4C3)O[C@H](CO)[C@@H]1O2)Nc1ccccc1F	-2	-1	8	4	3	-6	0.1
CCOC(=O)C1CCN(C(c2cccc(F)c2)c2sc3nc(C)nn3c2O)CC1 (stereo not given)	4	-6	4	0	-2	5	-0.3
O=[N+]([O-])c1ccc(CN2CCCCCC2)s1	7	/	-4	-3	0	-4	/
CCN(Cc1ccc(OC)c(F)c1)C(=O)c1cc2ccccc2o1	3	0	-1	-4	8	-8	/
Cc1ccc2c(c1)C1(C(=O)N2)N2CCCC2C(C(=O)c2ccc3ccccc3c2)C12C(=O)Nc1ccccc12 (stereo not given)	0	-2	-1&-11	4	2	-2&6	3.8
CN(C)C(=O)c1nc2ccc(Cl)cn2c1CN1CCCC(OCc2cccnc2)C1 (stereo not given)	-3	6	1	0	-9	3	-0.1
Cc1cccc(S(=O)(=O)N2CCCCN3[C@@H](CO)[C@@H](c4ccc(-c5ccccc5)cc4)[C@@H]3C2)c1	0	/	3	12	-4	1	/
O=c1oc(-c2ccc([N+](=O)[O-])cc2)nc2ccccc12	3	/	/	-4	/	1	/

Of the compounds above, four contain an aryl thioether with sulfur outside any ring.
SMILES	ERp5 inh	C2C12 statin	PglD inh	SIRT5 inh	DENV2 CPE	S100A4 inh HTS	E-sel inducer
COc1ccc(NC(=O)CSc2nc3ccsc3c(=O)n2CCC(=O)O)cc1	-2	18	5	6	6	-4	3.6
Cc1ccc(SCC(=O)OCC(=O)NCc2cccs2)cc1	0	-1	0	8	-5	-1	-0.2
CCCSc1nc2c([nH]1)c(=O)n(C)c(=S)n2C	-8	/	/	-1	-2	3	-0.2
O=C(O)c1ccc2c(=O)n(Cc3ccccc3)c(SCc3ccc([N+](=O)[O-])cc3)nc2c1	-3	2	-4	-2	2	-4	-1.2
